# Screens deposited in PubChem BioAssay by several laboratories.
# CYP2C19 inh: blockers of cytochrome P450 2C19 activity – biochemical, luminescence, ADME assay, primary screen; P33261; inhibition, % at 5 µM; actives 21% (n = 96,000); CYP2C19 Supersomes, luciferin-H EGE luminescence, 30 min; AID 778, 2007;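 active = CYP2C19 inhibition above a set limit at 5 µM in the primary screen, cut at about 50% in these data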;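 note: plate controls were negative control wells for no effect and 2.5 mM tranylcypromine positive control for full effect; values of inactives mirror those of a sister screen read the other way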
# Pyk2 oligo antag: antagonists of Pyk2 self-association, primary screen, Q293 cells, FERM NanoBiT luminescence, HTS; Protein-tyrosine kinase 2-beta (Homo sapiens), Q14289; stronger effect = lower value; z-score (the deposit names both 25 µM and 10 µM); actives 0.83% (n = 99,000); AID 1347419, 2020;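 active = Z-score of -3 or lower, scaled per plate to the spread of control and sample wells; inactive = z-score above -3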;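 note: negative z-score means lost luminescence so less FERM oligomerization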
# CYP2C9 activ: human CYP2C9 activators, primary screen, biochemical, luminescence. actives 1.4% (n = 96,000). AID 1024, 2008. activation factor at 5 µM. recombinant CYP2C9, luciferin-H conversion; stronger effect = higher value; factor 1 = untreated enzyme, 0 = blocked;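 active = activation factor of 2 or more for CYP2C9 at a 5 µM dose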;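 note: 0 = sulfaphenazole-blocked wells and 1 = vehicle-only wells; values of inactives mirror those of a sister screen read the other way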
# Target sequence (P11712 whole entry, looked up): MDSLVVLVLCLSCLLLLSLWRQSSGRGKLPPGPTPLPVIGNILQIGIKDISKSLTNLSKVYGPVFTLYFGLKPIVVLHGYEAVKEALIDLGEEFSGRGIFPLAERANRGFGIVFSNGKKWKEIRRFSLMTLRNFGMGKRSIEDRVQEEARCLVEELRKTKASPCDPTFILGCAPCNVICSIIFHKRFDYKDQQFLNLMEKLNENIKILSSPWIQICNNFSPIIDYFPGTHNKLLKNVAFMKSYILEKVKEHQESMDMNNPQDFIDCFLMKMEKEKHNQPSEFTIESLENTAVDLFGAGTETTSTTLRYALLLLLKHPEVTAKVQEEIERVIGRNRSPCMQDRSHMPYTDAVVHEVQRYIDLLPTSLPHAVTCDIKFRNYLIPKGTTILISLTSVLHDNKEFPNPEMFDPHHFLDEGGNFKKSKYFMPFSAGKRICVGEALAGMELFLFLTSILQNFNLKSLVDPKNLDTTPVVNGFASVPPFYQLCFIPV
# PostGolgi yeast: phenotypic screen on post-Golgi transport, primary screen; post-Golgi transport phenotypic cell assay; inhibition, % at 10 µM; actives 0.9% (n = 98,000); AID 739, 2007; in the data active = inhibition above about 30%;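 note: yeast cells grown in 1536-well plates; yeast grown about 18 h at 30C before absorbance read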
# CYP2C9 inh: blockers of cytochrome P450 2C9 activity – biochemical, luminescence, ADME assay, primary screen | P11712 | CYP2C9 Supersomes, luciferin-H conversion | inhibition, % at 5 µM | actives 20% (n = 96,000);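 active = blocking of liver enzyme CYP2C9 beyond about 50% at 5 µM, limit read from the data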; note: values of inactives mirror those of a sister screen read the other way
# Ecoli WT expand: growth inhibitors of wild-type E. coli, primary screen, strain BW25113, expanded library, OD600 | OD600 absorbance | growth inhibition, % at 100 µM | actives 0.15% (n = 98,000) | AID 710, 2007;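 active = growth inhibition above about 50% at one test dose, limit read from the data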;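 note: growth measured after 20 h incubation at 37 °C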
# EphB4 ephrin blk: EphB4-ephrin-B2 interaction antagonists, primary screen, biochemical, TNYL-RAW peptide probe, fluorescence polarization; Ephrin type-B receptor 4 (Homo sapiens), P54760; EphB4 LBD / TNYL-RAW-Alexa532 peptide; inhibition, % at 7 µM; actives 0.15% (n = 97,000);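 active = inhibition above the screen-wide mean inhibition plus 3 SD, cut at about 15% in these data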;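 note: 0% = DMSO wells and 100% = excess unlabeled TNYL-RAW peptide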
# CYP2C19 act: human CYP2C19 activators, primary screen, biochemical, luminescence. Cytochrome P450 2C19 (Homo sapiens), P33261. recombinant CYP2C19, luciferin-H EGE luminescence; stronger effect = higher value; 0 = fully inhibited enzyme, 1 = untreated enzyme. activation factor at 5 µM. 96,000 tested, under 10 active;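 active = activation factor of at least 2 at 5 µM in the primary screen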;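 note: 0 = wells with 2.5 mM tranylcypromine and 1 = vehicle-only wells; values of inactives mirror those of a sister screen read the other way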
# PLAP act: PLAP enzyme activators, biochemical, luminescence, HTS; Alkaline phosphatase, placental type (Homo sapiens), P05187; purified PLAP enzyme, luminescent substrate read-out; stronger effect = higher value; activation fold at 20 µM; actives 1.2% (n = 96,000); AID 696, 2007; in the data active = activation fold above about 2
# Target sequence (P05187 whole entry, looked up): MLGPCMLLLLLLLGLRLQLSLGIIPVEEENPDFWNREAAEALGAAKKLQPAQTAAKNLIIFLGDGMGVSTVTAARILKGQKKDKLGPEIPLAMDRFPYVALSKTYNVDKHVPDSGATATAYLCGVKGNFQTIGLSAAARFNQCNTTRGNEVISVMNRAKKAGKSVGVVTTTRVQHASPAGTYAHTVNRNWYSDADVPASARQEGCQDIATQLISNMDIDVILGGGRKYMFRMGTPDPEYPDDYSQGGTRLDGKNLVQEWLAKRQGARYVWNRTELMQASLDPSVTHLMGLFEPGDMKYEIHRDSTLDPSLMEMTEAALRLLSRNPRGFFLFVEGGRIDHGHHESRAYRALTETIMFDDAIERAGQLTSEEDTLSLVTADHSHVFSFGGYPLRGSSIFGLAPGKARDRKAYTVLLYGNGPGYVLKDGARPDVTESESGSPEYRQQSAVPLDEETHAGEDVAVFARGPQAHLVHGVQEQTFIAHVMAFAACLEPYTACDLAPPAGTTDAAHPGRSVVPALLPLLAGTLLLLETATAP
# * hit, by the source's call; · = not tested or not shown.
SMILES,CYP2C19 inh,Pyk2 oligo antag,CYP2C9 activ,PostGolgi yeast,CYP2C9 inh,Ecoli WT expand,EphB4 ephrin blk,CYP2C19 act,PLAP act
COc1ccc(N(C(=O)c2ccc(Br)o2)C2C=CS(=O)(=O)C2)cc1 (stereo not drawn),38,2.2,0.9,-5,11,7,-3,0.6,1
Cc1cc(NC(=O)Nc2cc(C)nn2-c2ccccc2)n(-c2ccccc2)n1,14,1.4,1,-4,1,-4,-5,0.9,0.9
COc1cc(OC)cc(C(=O)OCC(=O)Nc2ccc(N3CCCCC3)cc2)c1,10,0.24,0.8,0,21,-4,-1,0.9,1.1
CC(C)(C)NC(=O)Cn1cnc([N+](=O)[O-])n1,6,1.2,1.1,-6,-14,7,5,0.9,0.9
Cc1cc(NC(=O)COC(=O)C(Nc2ccc(C(F)(F)F)cc2Cl)C(C)C)no1 (stereo not drawn),57*,-2.2,0.5,3,52*,1,9,0.4,0.9
S=C(NCCN1CCOCC1)N/N=C/c1c2ccccc2cc2ccccc12,-14,0.79,0.6,3,42,-5,-4,1.1,1.3
CCOC(=O)CCCNC(=O)COc1ccccc1C#N,33,1.9,1,-8,3,0,·,0.7,1.1
O=C(O)CCC(=O)NCc1ccc2[nH]c3c(c2c1)CCCC3,-16,·,1.1,0,-5,-3,·,1.2,1.3
O=C(CCN1CCCCCC1)Nc1cccc(F)c1,-21,-0.07,1,3,2,7,-5,1.2,1
CCCCc1cc(=O)oc2c(CN(C)C)c(O)c(Cl)cc12,-26,-0.17,1.2,8,-18,4,4,1.3,1.5
CC1(C)CC(=O)C=C(NNC(=O)c2ccccc2O)C1,-6,-0.38,0.8,1,22,14,-2,1.1,1.2
O=C1c2ccccc2C(=O)N1CCn1c(=O)oc2ccccc21,32,0.28,1.1,12,-9,-10,7,0.7,1
Cc1ccc(-c2nc(CS(=O)(=O)CC(=O)N3CCCCCC3)c(C)o2)cc1,56*,·,0.3,1,75*,5,·,0.4,1.4
CC(=O)c1ccc(N2CCN(C(=O)c3cc(-c4ccc5c(c4)OCO5)nc4ccccc34)CC2)cc1,37,-0.01,0.4,8,62*,-7,-1,0.6,1.9
CCCSc1nc(=O)n2cccc(C)c2n1,0,0.26,0.8,7,19,8,-8,1,1.1
O=C(C1COc2ccccc2O1)N1CCN(c2ccccc2F)CC1 (stereo not drawn),41,0.2,0.7,1,26,-20,6,0.6,0.9
O=C(CN1CCSCC1)N/N=C/c1ccc(F)cc1,17,-0.69,0.8,6,17,2,2,0.8,1
CC(C)CCNC(=O)CC1C(=O)N(Cc2ccccc2)C(C)c2nc3ccccc3n21 (stereo not drawn),93*,0.28,0.3,-3,69*,8,1,0.1,1.5
O=C(NCC(=O)N(CCc1ccccc1)C(C(=O)NC1CCCC1)c1cccnc1)c1ccco1 (stereo not drawn),54*,-0.88,0.5,4,52*,1,8,0.5,1.5
Cn1c(SCC(=O)Nc2nc3ccccc3s2)nnc1-c1ccccc1,20,0.32,0.7,4,35,-3,6,0.8,0.9

# Reprinted at random: five records from the list.
SMILES,CYP2C19 inh,Pyk2 oligo antag,CYP2C9 activ,PostGolgi yeast,CYP2C9 inh,Ecoli WT expand,EphB4 ephrin blk,CYP2C19 act,PLAP act
Cn1c(SCC(=O)Nc2nc3ccccc3s2)nnc1-c1ccccc1,20,0.32,0.7,4,35,-3,6,0.8,0.9
CCCCc1cc(=O)oc2c(CN(C)C)c(O)c(Cl)cc12,-26,-0.17,1.2,8,-18,4,4,1.3,1.5
CCCSc1nc(=O)n2cccc(C)c2n1,0,0.26,0.8,7,19,8,-8,1,1.1
O=C(CCN1CCCCCC1)Nc1cccc(F)c1,-21,-0.07,1,3,2,7,-5,1.2,1
Cc1ccc(-c2nc(CS(=O)(=O)CC(=O)N3CCCCCC3)c(C)o2)cc1,56*,·,0.3,1,75*,5,·,0.4,1.4

# The listing picks up, starting 4 compounds before the break.
SMILES,CYP2C19 inh,Pyk2 oligo antag,CYP2C9 activ,PostGolgi yeast,CYP2C9 inh,Ecoli WT expand,EphB4 ephrin blk,CYP2C19 act,PLAP act
O=C(CN1CCSCC1)N/N=C/c1ccc(F)cc1,17,-0.69,0.8,6,17,2,2,0.8,1
CC(C)CCNC(=O)CC1C(=O)N(Cc2ccccc2)C(C)c2nc3ccccc3n21 (stereo not drawn),93*,0.28,0.3,-3,69*,8,1,0.1,1.5
O=C(NCC(=O)N(CCc1ccccc1)C(C(=O)NC1CCCC1)c1cccnc1)c1ccco1 (stereo not drawn),54*,-0.88,0.5,4,52*,1,8,0.5,1.5
Cn1c(SCC(=O)Nc2nc3ccccc3s2)nnc1-c1ccccc1,20,0.32,0.7,4,35,-3,6,0.8,0.9
Cc1c(NC(=O)c2cc3ccccc3c(=O)s2)c(=O)n(-c2ccccc2)n1C,-12,·,1.1,6,-10,7,1,1.1,0.8
CCOC(=O)C1=C2SCC(=O)N2C(N)=C(C#N)C1,7,-0.25,1,4,-4,4,0,0.9,1.1
COc1ccc2cc(CN(CCCN3CCOCC3)Cc3nnnn3C3CCCCC3)c(=O)[nH]c2c1,39,1.2,0.9,19,7,4,5,0.6,1.9
O=C(CN1CCN(c2ccccn2)CC1)Nc1ccc(F)cc1,61*,0.12,0.3,6,73*,4,-2,0.4,1.1
Cc1cc(NS(=O)(=O)c2ccccc2)cc(Cl)c1O,100*,-0.59,1.7,1,-74,10,2,0,0.9
O=C(NCc1ccco1)c1cc(C(=O)C2CC2)c[nH]1,15,-0.29,0.9,12,14,2,0,0.8,0.9
O=C(CSc1ncn[nH]1)OCN1C(=O)c2ccccc2C1=O,-10,0.58,1.2,-6,-19,4,-5,1.1,1.2
COc1ccc(/C=C2/C(=O)ON=C2c2ccccc2)cc1OC,-6,-0.56,1.1,-4,-9,-9,4,1.1,0.9
O=C(c1ccc2c(c1)OCO2)N1CCN(c2ccc(F)cc2)CC1,84*,0.24,0.5,-3,49,9,1,0.2,1.1
CCOC(=O)N1CCN(C(=O)CCN2C(=O)COc3ccccc32)CC1,-14,0.04,1.1,3,-13,7,-1,1.1,1.1
O=C1N=C2SCCN2/C1=C\c1ccc(Cl)cc1,29,0.48,0.9,5,7,3,5,0.7,1.4
COc1ccc(-c2nnc3sc(-c4ccccn4)nn23)cc1,39,·,0.4,·,57*,·,·,0.6,1
CCN(CC)S(=O)(=O)c1ccc2oc(SCC(=O)NCc3ccccc3)nc2c1,97*,0.74,0.1,1,90*,3,5,0,1
O=C1NCC(COCc2ccccc2)O1 (stereo not drawn),-14,1,1.1,-5,-7,3,·,1.1,0.9
CCCc1cc(-c2n[nH]c(=S)n2Cc2ccccc2)cs1,5,0.35,0.6,0,39,8,-1,0.9,1.1
Cc1ccc(C(C(=O)NC2CCCC2)N(Cc2cccnc2)C(=O)c2snc(C(N)=O)c2N)o1 (stereo not drawn),3,0.34,1,2,0,-9,1,1,1.1
CCOc1ccc(NC(=O)CSc2nc3ccccc3c(=O)n2CCCC(=O)N2CCCC2)cc1,-4,-0.93,0.9,-5,7,-2,0,1,1
c1ccc2c3nnc4n(c-3nc2c1)CCCS4,-3,0.4,1.6,0,-64,2,-5,1,0.9
COC(=O)COC(=O)c1ccc(-n2nnnc2SC)cc1,22,3.6,0.9,1,14,-1,-2,0.8,0.9
O=C(CN(c1ccccc1F)S(=O)(=O)c1ccccc1)N1CCCCCC1,2,-0.62,1.2,-1,-19,-3,3,1,0.8
CC(C)(C)C(=O)c1no[n+]([O-])c1/C(=N/O)C(C)(C)C,59*,-0.76,0.9,-8,12,-1,-6,0.4,1.2
Cc1cccc(/C(N)=N/OC(=O)Cc2cccs2)c1,20,0.18,0.9,-1,14,9,-6,0.8,1
CS(=O)(=O)Nc1ccccc1C(=O)Nc1cccc(Cl)c1,48,-2.1,0.3,-16,68*,2,-4,0.5,1.2
CCOC(=O)c1[nH]c2ccc(F)cc2c1NC(=O)c1cc(OC)c(OC)c(OC)c1,4,-0.56,0.9,-10,8,3,-4,1,1.3
Cc1ccc(SCC(=O)NCC(C)C)cc1,75*,-0.18,0.5,4,50*,3,·,0.3,1
O=C(CSc1nncs1)N1c2ccccc2Sc2ccccc21,62*,-0.83,0.6,1,37,0,·,0.4,0.8
COc1ccccc1/C=N/n1c(N)c(C(=O)NC2CCCCC2)c2nc3ccccc3nc21,24,-0.61,0.9,0,15,-9,3,0.8,1
Cn1c(COc2ccccc2)nnc1SCC(=O)Nc1ccc(N2CCOCC2)c(Cl)c1,8,-1.1,1,6,2,-8,-5,0.9,0.9
C[C@H](N)c1nnc(SCC(=O)c2ccc(Cl)cc2)o1,35,2,0.9,5,7,4,-1,0.7,2.9*
O=C(c1ccc2c(=O)n3c(nc2c1)CCCCC3)N1CCN(C(c2ccccc2)c2ccccc2)CC1,53*,-1.7,0.4,-8,62*,2,0,0.5,1.6
CCOc1ccccc1N(CC(=O)NC1CCCCC1)S(C)(=O)=O,34,-0.53,0.8,-2,20,2,·,0.7,1.6
COc1ccc(S(=O)(=O)N/N=C(/C)c2ccc(Cl)cc2)cc1,84*,0.13,0.2,7,79*,-4,3,0.2,1
C=CCn1c(SCC(=O)Nc2c(C)n(C)n(-c3ccccc3)c2=O)nc2sc(C)c(C)c2c1=O,2,-0.53,0.7,-5,33,-3,-3,1,1.4
CC(C)(C)NCc1cc2ccccc2[nH]c1=O,0,0.83,0.8,-13,22,-7,2,1,1
O=C(N1CCCCCC1)N1CCN(C(=O)N2CCCCC2)CC1,-13,1.2,1.2,8,-18,3,-8,1.1,1.3
COCCCn1c(C)nc2c(c1=O)c1nc3ccccc3nc1n2CCc1ccccc1,29,-1.6,0.2,9,80*,-12,-8,0.7,1.2
Cc1cc(NC(=O)c2cc3n(n2)C(C(F)(F)F)CC(c2ccc(Cl)c(Cl)c2)N3)no1 (stereo not drawn),-11,-0.17,0.9,-5,15,0,·,1.1,1.1
CC1(C)CC(=O)C2=C(C1)NCN(Cc1ccc3c(c1)OCO3)C2,15,1.1,0.1,-9,85*,8,-2,0.9,1.1
C=CCSc1cc(C)nc2c(-c3ccc(Cl)cc3)c(C)nn12,19,0.64,0.8,-7,15,-7,-11,0.8,0.9
CCC(=O)N(CCc1ccccc1C)Cc1cc2cc3c(cc2[nH]c1=O)OCO3,35,0.42,0.8,-2,20,3,0,0.7,1.3
O=C(c1ccc(Cl)cc1)N1CCC(O)(CSc2ccc(Cl)cc2Cl)CC1,0,-1.9,0.8,15,22,-7,0,1,1.6
N#Cc1cn(Cc2ccccc2)c2ccccc12,91*,-1.4,0.2,10,84*,5,1,0.1,0.7
CC1=C(C)CC(C(=O)NNC(=O)c2ccccc2)C(C(=O)O)C1 (stereo not drawn),-13,0.38,1,-7,-1,5,0,1.1,0.9
COc1cc(C(=O)Nc2cccc3ncccc23)cc(OC)c1OC,18,1.6,1.1,0,-8,6,·,0.8,1
